Compound activity (PubChem BioAssay)
rCAG binder – r(CAG) repeat RNA binding; TO-PRO-1 dye displacement fluorescence; 370,000 compounds, 1.3% hits; inhibition, % at 3 µM;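 active = inhibition above the plate cutoff, the mean of all test compounds on that plate plus 3 SD, cut at about 35% in these data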;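 also: 0% = DMSO alone and 100% = 100 µM mitoxantrone as full dye displacement; higher means more dye released from RNA so lower well fluorescence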
GC-B act – GC-B (human) receptor activation | AID 1920062 | 370,000 compounds, 0.11% hits | HEK293-GC-B cells, CNP EC30, cGMP TR-FRET; 0% at EC30 CNP, 100% saturating CNP | activation, % at 10 µM | P20594;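 active = activation at 10 µM reaching about 35% in either raw or pattern-adjusted values, limit read from the data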
Target sequence (P20594 whole entry, looked up): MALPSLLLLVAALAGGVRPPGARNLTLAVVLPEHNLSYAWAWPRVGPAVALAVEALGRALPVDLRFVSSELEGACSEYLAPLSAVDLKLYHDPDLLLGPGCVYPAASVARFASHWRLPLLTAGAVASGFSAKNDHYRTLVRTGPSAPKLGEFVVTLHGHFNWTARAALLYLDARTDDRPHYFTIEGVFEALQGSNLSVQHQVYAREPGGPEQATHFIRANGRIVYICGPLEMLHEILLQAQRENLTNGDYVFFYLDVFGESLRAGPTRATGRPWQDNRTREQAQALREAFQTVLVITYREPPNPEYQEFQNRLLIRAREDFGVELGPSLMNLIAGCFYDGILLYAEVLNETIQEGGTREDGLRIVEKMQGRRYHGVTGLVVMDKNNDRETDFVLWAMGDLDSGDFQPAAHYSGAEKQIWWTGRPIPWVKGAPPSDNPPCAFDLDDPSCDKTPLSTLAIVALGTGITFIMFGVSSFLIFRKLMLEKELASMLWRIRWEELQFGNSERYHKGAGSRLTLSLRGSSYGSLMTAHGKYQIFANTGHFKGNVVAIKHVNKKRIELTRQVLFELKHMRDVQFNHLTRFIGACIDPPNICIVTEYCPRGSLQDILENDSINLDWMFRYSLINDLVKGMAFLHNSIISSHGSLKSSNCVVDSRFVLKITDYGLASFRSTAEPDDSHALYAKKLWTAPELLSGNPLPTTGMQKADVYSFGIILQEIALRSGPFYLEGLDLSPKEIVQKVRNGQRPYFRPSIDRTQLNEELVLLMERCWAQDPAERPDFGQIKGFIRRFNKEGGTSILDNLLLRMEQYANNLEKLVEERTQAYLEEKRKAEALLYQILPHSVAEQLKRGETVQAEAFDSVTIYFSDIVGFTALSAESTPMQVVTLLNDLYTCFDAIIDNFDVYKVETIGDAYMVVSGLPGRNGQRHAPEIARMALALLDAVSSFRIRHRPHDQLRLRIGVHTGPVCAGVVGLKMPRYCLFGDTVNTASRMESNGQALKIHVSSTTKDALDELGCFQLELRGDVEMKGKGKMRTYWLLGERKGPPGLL
ARFGAP1 inh – inhibits rat ARF GTPase activating protein 1 | Arfgap1-stimulated ARF1 GTP hydrolysis, GDP FP detection | inhibition, % at 16.5 µM | 360,000 compounds, 0.26% hits;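 active = inhibition above a per-plate limit, mean inhibition of low control wells plus 3 SD, cut at about 25% in these data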;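 also: 0% = DMSO wells with enzyme and 100% = wells lacking Arfgap1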
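Material: rat Arfgap1 catalytic domain, aa 1-136; also added: human ARF1(Δ1-17)-GTP substrate; compound dosing: one concentration, 16.5 µM, DMSO 1.26%; incubation: GTP hydrolysis reaction 2 h at 25 °C; measured by: Tracer-displacement fluorescence polarization with EDTA stop, 620/688 nm; evaluation: % inhibition from polarization; repeats: one replicate per compound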
ADAM10 inh – ADAM10 inhibition, QFRET primary screen. O14672. recombinant ADAM10, EDANS/DABCYL FRET peptide cleavage, 3 h. inhibition, % at 7 µM. 370,000 compounds, 0.62% hits. AID 720582;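 active = inhibition above a per-campaign cutoff equal to the mean of compounds falling between control-based bounds plus 3 SD, cut at about 20% in these data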;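 also: 0% = DMSO wells while the 100% control is not disclosed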
ASAP1 inh – blocks human ASAP1-stimulated Arf1 GTP hydrolysis | 360,000 compounds, 0.19% hits | GDP FP detection | Q9ULH1 | inhibition, % at 16.5 µM; in the data active = inhibition above about 25%;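 also: 0% = vehicle with enzyme and substrate and 100% = no enzyme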
proKLK7 act – proKLK7 (human) activation, primary screen. 370,000 compounds, 0.9% hits. AID 652039. P49862. activation, % at 7 µM. purified proKLK7, EDANS-DABCYL substrate fluorescence; 100% is mature enzyme control, 0% vehicle;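 active = activation above the mean of all tested compounds plus 3 SD, computed per campaign excluding outliers beyond control limits, cut at about 13% in these data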
HGIII-sPLA2 inh – Blocks human group III sPLA2 activity | Q9NZ20 | QFRET BODIPY PC-A2 liposome hydrolysis, fluorescence | inhibition, % at 12.2 µM | 370,000 compounds, 0.56% hits;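 active = inhibition above mean plus 3 SD of compounds lying within the high and low control bounds, cut at about 19% in these data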;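 also: 0% = median of test compound wells and 100% = no enzyme DMSO wells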
FXN GAA850 act – frataxin GAA850 promoter activation. activation, % at 6 µM. 360,000 compounds, 0.56% hits. HEK293 lucGAA850 FXN promoter luciferase reporter, 24 h; percent of 10 µM SAHA response;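 active = activation above the average of all compounds screened plus 3 SD, cutoff fixed separately per campaign, cut at about 7.5% in these data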;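 also: 0% = DMSO wells and 100% = 10 µM SAHA wells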
DDE Tn6 FP inh – DD(E)-Tn6 binding inhibition, primary FP screen | P02675 | Fibrin DD(E) TRITC-Tn6 fluorescence polarization displacement | inhibition, % at 8.3 µM | 370,000 compounds, 0.21% hits;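 active = inhibition above a per-campaign cutoff: mean of compounds within control limits plus 3 SD, cut at about 15% in these data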;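 also: 0% = median of all compound wells on the plate and 100% = blocking peptide control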
GC-A act – GC-A (human) enzyme activation. P16066. HEK293 GC-A cells, cGMP TR-FRET, EC30 ANP; 0% at EC30 ANP, 100% saturating ANP. activation, % at 10 µM. 370,000 compounds, 0.14% hits. AID 1671463; in the data active = activation above about 40%
An asterisk follows results filed as active; i = inactive; . = no result given. Hits appear at their usual frequency (roughly 4.5% active in at least one column).

SMILES	rCAG binder	GC-B act	ARFGAP1 inh	ADAM10 inh	ASAP1 inh	proKLK7 act	HGIII-sPLA2 inh	FXN GAA850 act	DDE Tn6 FP inh	GC-A act
COc1ccc(NC(=O)COC(=O)c2cc(OC)c(OC)cc2NC(=O)c2ccco2)cc1OC	3	2	4	-16	9	-2.1	2	3.1	-1	3
CNc1nc(Sc2cccc(C(F)(F)F)c2)cc(C(F)(F)F)n1	7	5	0	-4	3	-1.6	2	1.9	7	9
O=C(Nc1cccc2nsnc12)c1cccnc1Cl	4	5	0	-40	8	0.7	11	1.1	8	-5
CCCC(=O)c1cc2c(cc1NC(=O)CC)OCCO2	-5	-1	-6	-59	-3	1.3	-4	1.8	1	-1
Cc1cccc(NC(=S)N2CCCCC2)c1	-1	1	10	3	7	0.1	3	2.3	-5	4
O=C(NNC(=O)C12CC3CC(CC(C3)C1)C2)c1ccccc1[N+](=O)[O-]	0	3	-6	-4	7	0.1	-2	2.3	-4	2
CCN(CC)C(=O)C1=C(C)N(Cc2ccc(F)cc2)C(=O)C(CC(=O)NC(c2ccccc2)c2ccccc2)C1 (stereo not given)	-1	-8	-8	6	1	0.4	-10	-3.2	-5	-5
CCC1NC(=O)c2cccnc2-n2c1nc1cc(OC)c(OC)cc1c2=O (stereo not given)	-2	0	9	-16	-6	0.3	10	2.0	-1	1
CN(CC(=O)Nc1ccc(Cl)cc1)C(=O)CCNC(=O)c1ccc(Cl)cc1	4	1	1	-2	1	0.4	-5	2.9	-2	-2
Cc1ccc(Cl)cc1NC(=O)Cn1c(C)csc1=O	2	0	8	-18	1	0.3	2	-1.0	-2	0
CN1C(=O)c2ccc(C(=O)NCc3ccc4c(c3)OCO4)cc2C1=O	1	-1	4	1	8	1.0	1	2.8	6	0
NC(=O)c1ccccc1	2	6	-2	3	3	0.0	0	-2.0	-3	1
COc1ccc2nc(N3CCCC(C(=O)NCCCN4CCN(C)CC4)C3)sc2c1 (stereo not given)	-5	-7	11	4	-4	0.7	2	-1.3	1	-4
O=C(CCN1CCOCC1)NNC(=O)Nc1cccc(Cl)c1	1	1	12	4	7	-0.1	-3	-0.6	2	1
COc1ccc(C(C(=O)NC2CCCCC2)N(C(=O)c2sc(C)nc2C)c2ccccc2)cc1 (stereo not given)	-2	-1	4	2	-12	0.0	-4	1.3	-4	-3
COc1ccccc1NC(=O)c1ccccc1NC(=O)c1cc(Cl)ccc1NC(=O)c1ccco1	24	-2	12	-3	3	-2.9	2	-1.9	2	-2
Cc1cccc2nnc(-c3ccccc3)n12	2	5	-8	-6	6	-0.5	3	1.8	-1	-1
COc1ccccc1CNc1ncnc2nc[nH]c12	4	-3	2	0	-9	-0.7	-1	-2.4	-4	-7
CCc1nnc(NC(=O)C2CC(=O)N(C3CCCCC3)C2)s1 (stereo not given)	-5	8	-4	-12	1	0.1	2	-0.1	-1	3
O=C(CSc1nc2c([nH]c3ccccc32)c(=O)n1-c1ccccc1)N1CCOCC1	4	4	1	1	8	0.4	4	-0.1	-6	-4
Cc1ccc(-c2cc(C(=O)Nc3cc(C(=O)O)ccc3C)c3ccccc3n2)cc1	27	-7	8	-11	4	-0.6	-4	-0.6	-1	1
COc1cccc(N2CCN(C(=O)c3ccc(Cl)c(S(=O)(=O)N4CCCCCC4)c3)CC2)c1	1	1	1	-5	-10	0.1	-3	-0.3	3	3
COc1ccc2oc(=O)c(C(=O)Nc3ccccc3-c3ccccc3)cc2c1	-5	0	-2	-5	9	-0.6	11	-1.8	6	0
O=C(CSc1nccn1Cc1ccccc1)NC1CCCC1	-3	0	5	5	7	-0.5	3	1.4	-1	1
CC(C)(C)n1c(O)c2n(c1=O)Cc1ccccc1N=C2c1ccccc1	3	9	4	-5	1	-1.3	-12	.	-8	8
COc1ccc(CCc2ccc3ccccc3n2)cc1	2	0	4	-10	3	-0.4	3	4.2	10	0
Cc1cc(Br)cn2c(Cc3ccccc3)c(-c3ccc(C#N)cc3)nc12	21	-2	8	-24	-1	-0.2	-21	.	1	2
O=C(NCCc1cccs1)C1CC(c2c(Cl)cccc2Cl)=NO1 (stereo not given)	-4	-1	7	0	5	0.2	-5	-2.5	-5	-3
Cc1ccc(CNC(=O)CCS(=O)(=O)c2ccc3c(c2)NC(=O)CO3)cc1	0	1	-1	1	5	0.4	-3	0.5	4	3
Cc1ccccc1SC1CCN(Cc2nc(C3CC3)no2)CC1	-5	3	-4	1	-2	0.8	-3	0.8	7	1
CNS(=O)(=O)c1ccc2ccccc2c1	-5	3	1	-11	0	-0.1	5	0.9	-2	4
Cc1ccc(NC(=O)NC2OC(=O)c3ccccc32)cc1 (stereo not given)	1	5	-12	-9	2	-1.1	6	0.9	3	8
Cc1cccc(-n2nc3c(c2NC(=O)C(C)C)CSC3)c1	4	0	-3	5	0	-0.3	-1	5.2	-6	-2
COc1ccc(-c2cc(N)n(S(=O)(=O)c3c(F)c(F)c(F)c(F)c3F)n2)cc1OC	22	29	-6	-3	10	0.2	-11	-17	0	19
O=C(c1ccc2c(c1)C(=O)N(Cc1ccco1)C2=O)N1CCOCC1	1	-3	-1	-5	8	0.2	-1	-0.9	-1	2
O=S(=O)(c1cc(F)ccc1F)N1CCN(c2ncccn2)CC1	-2	7	1	-12	-19	-1.3	3	2.1	1	3
Cc1c(C)n(Cc2ccccc2)c2ccc(C(=O)NCCN3CCOCC3)cc12	-5	7	5	-4	-14	0.0	-9	1.7	7	10
COc1ccc(OCC(O)Cn2c(=N)n(CCN3CCCCC3)c3ccccc32)cc1 (stereo not given)	5	-18	3	0	0	-0.9	7	-2.9	-4	-14
COc1cc(OC)c(S(=O)(=O)N2CCCCC2)cc1S(=O)(=O)N1CCCCC1	3	-1	5	-10	-1	0.4	-2	0.7	-1	-2
CCN(CC)S(=O)(=O)c1cccc(N=NC2=C(O)CCCC2=O)c1	14	1	6	-10	8	-0.2	2	1.1	-4	1
Cc1ccc(S(=O)(=O)CCC(=O)Nc2cc(C)on2)cc1	-1	1	6	-11	-5	0.0	16	1.5	10	4
CC(C)C1OC2(C)OC(=N)C1(C#N)C(C#N)(C#N)C2c1ccccc1 (stereo not given)	1	3	2	i	-8	4.8	-4	-1.9	20*	0
CC1(Cc2ccc(Cl)cc2)C(=O)Nc2ccc(-c3ccc(F)c(Cl)c3)cc21 (stereo not given)	5	-3	13	-6	-5	0.7	-6	1.0	0	-2
O=S(=O)(NCc1ccccn1)c1ccc(Cl)s1	0	3	13	6	-8	0.1	4	0.2	1	-1
COc1ccc(N(CC(=O)NCc2ccc(Cl)cc2)S(=O)(=O)c2c(C)nn(C)c2C)cc1	-3	-5	10	2	2	0.6	-4	-2.3	0	-4
COc1ccc(/C=C(\NC(=O)c2ccccc2)C(=O)N/N=C/c2sccc2C)cc1	11	1	-13	-5	-12	-3.6	-8	0.3	1	-10
CCC1(C)Cc2c(sc(NC(=O)CCC(=O)O)c2C#N)CO1 (stereo not given)	2	4	8	-6	0	-0.9	18	2.6	-4	7
C/C(CC(=O)NC12CC3CC(CC(C3)C1)C2)=N\NC(=O)c1ccc(C)cc1	-4	-2	-7	7	-8	0.2	-7	0.7	9	3
COc1ccc(-c2c3c(cc(C)[n+]2[O-])oc2ccc(OC)cc23)cc1	-1	2	0	-36	-12	0.9	6	-2.4	-2	-6
CC(=O)n1cc([C@@H]2C=C(C(=O)N3CCOCC3)O[C@H](OCc3ccc(CO)cc3)C2)c2ccccc21	-4	0	2	-1	-2	0.2	-11	-1.2	2	0
Cc1noc(C)c1NC(=O)Nc1ccc2c(c1)C(=O)N([C@H](C)CO)C[C@H](C)[C@@H](CN(C)C(=O)Nc1c(C)noc1C)O2	-3	-1	-15	0	-7	0.4	3	0.7	-13	2
CC(NC(=O)COc1cccc(Br)c1)C(=O)O (stereo not given)	5	5	-5	6	1	0.3	1	-2.0	-11	-1
Cn1c(N)c(C(=O)COC(=O)c2ccnc3ccccc23)c(=O)n(C)c1=O	-3	5	5	1	-1	-0.1	4	-0.8	3	8
CC(C)=CCC[C@](C)(O)C1CC[C@]2(C)C1C(O)CC1[C@@]3(C)CCC(O)C(C)(C)C3C(O[C@@H]3OC(CO)C(O)C(O)C3O[C@@H]3OC(C)C(O)C(O)C3O)C[C@]12C (stereo not given in full)	-10	-2	1	3	-14	-0.3	4	-0.5	-5	0
COc1ccccc1CNC(=O)COC(=O)CCC(=O)c1cccs1	2	-2	0	7	0	0.1	5	-0.1	4	0
Cc1cc([N+](=O)[O-])ccc1NC(=O)C(C)[n+]1ccccc1 (stereo not given)	3	2	-8	-1	4	-0.5	0	-0.1	-5	6
Cc1onc(-c2ccccc2Cl)c1C(=O)Nc1nn[nH]n1	3	7	4	-6	5	-0.1	0	-2.2	4	-3
COc1ccccc1C(=O)n1nc(-c2ccc(Cl)cc2)nc1N	-3	-3	0	0	5	-0.5	-6	-1.8	7	1
O=C(Nc1nc2ccc([N+](=O)[O-])cc2s1)C1CCCO1 (stereo not given)	2	6	0	4	-7	-0.1	5	2.8	5	8
CC1CCCN(C(=O)COC(=O)c2ccc[nH]c2=O)C1 (stereo not given)	-2	-1	7	-10	4	0.0	2	1.9	-4	-2

Continued.
SMILES	rCAG binder	GC-B act	ARFGAP1 inh	ADAM10 inh	ASAP1 inh	proKLK7 act	HGIII-sPLA2 inh	FXN GAA850 act	DDE Tn6 FP inh	GC-A act
CCOC(=O)Nc1ccc2c(CNC(C)c3ccccc3OC)cc(=O)oc2c1 (stereo not given)	1	-1	-12	-164	-7	5.7	-4	-1.0	0	-2
COC(=O)[C@]12C[C@H](CC(=O)NCc3cccs3)C(=O)N(Cc3ccc4c(c3)OCO4)C1=C[C@H](COCc1ccccc1)O[C@@H]2C	6	-1	1	9	-11	0.5	-6	.	13	-2
COc1ccc(N2CCN(C(=O)COc3ccc(Cl)cc3Cl)CC2)cc1	-4	-10	-5	8	-5	0.6	4	1.2	-5	-1
CN(C)CC(=O)N[C@@H]1C[C@@H]2O[C@@H](CO)CC[C@@H]2O[C@@H]1CCc1ccc(C#Cc2ccccc2)cc1	6	-5	.	1	.	0.3	-35	.	-1	9
CCOc1ccccc1/C=C(/NC(=O)c1ccccc1)C(=O)N(CC)CC	-7	-4	-8	-2	1	0.6	4	3.4	-4	-5

Reformatted with bars between the fields: entries from further up
canonical_smiles | rCAG binder | GC-B act | ARFGAP1 inh | ADAM10 inh | ASAP1 inh | proKLK7 act | HGIII-sPLA2 inh | FXN GAA850 act | DDE Tn6 FP inh | GC-A act
CC(C)(C)n1c(O)c2n(c1=O)Cc1ccccc1N=C2c1ccccc1 | 3 | 9 | 4 | -5 | 1 | -1.3 | -12 | . | -8 | 8
COc1ccc(CCc2ccc3ccccc3n2)cc1 | 2 | 0 | 4 | -10 | 3 | -0.4 | 3 | 4.2 | 10 | 0
Cc1cc(Br)cn2c(Cc3ccccc3)c(-c3ccc(C#N)cc3)nc12 | 21 | -2 | 8 | -24 | -1 | -0.2 | -21 | . | 1 | 2
